# ATG4B inh = inhibitors of human ATG4B cysteine protease; inhibition, % at 8.33 µM; ATG4B cleavage of LC3-PLA2, NBD-HPC fluorescence, 1 h; Q9Y4P1; 340,000 tested, 0.51% active; in the data active means inhibition above about 40%
# APJ ag = APJ receptor agonism; CHO-K1 APJ PathHunter beta-arrestin, luminescence; 0% DMSO wells, 100% apelin; activation, % at 20 µM; 330,000 tested, 0.11% active;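 active means activation more than six SD over the plate average, tested at 20 µM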;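 further: 0% = DMSO alone and 100% = apelin-13 at 10 nM; some results filed as inactive read as strong as hits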
#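 Assay system: CHO-K1 APJ beta-arrestin complementation cell line / Compound: single test compound dose, 20 µM final, 1% DMSO / Times: overnight seeding, 90 min compound at 25 °C, 1 h detection / Technique: beta-gal luminescence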
# CXCR6 block = inhibitors of human CXCR6 receptor; CHO-K1 PathHunter CXCR6 beta-arrestin, luminescence; inhibition, % at 20 µM; 360,000 tested, 0.36% active; in the data active means inhibition above about 34%, passing the limit was not always enough;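 further: antagonist mode with CXCL16 agonist at 10 nM final; 0% = 10 nM CXCL16 with DMSO and 100% = unstimulated wells without agonist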
# Target sequence (O00574 whole entry, looked up): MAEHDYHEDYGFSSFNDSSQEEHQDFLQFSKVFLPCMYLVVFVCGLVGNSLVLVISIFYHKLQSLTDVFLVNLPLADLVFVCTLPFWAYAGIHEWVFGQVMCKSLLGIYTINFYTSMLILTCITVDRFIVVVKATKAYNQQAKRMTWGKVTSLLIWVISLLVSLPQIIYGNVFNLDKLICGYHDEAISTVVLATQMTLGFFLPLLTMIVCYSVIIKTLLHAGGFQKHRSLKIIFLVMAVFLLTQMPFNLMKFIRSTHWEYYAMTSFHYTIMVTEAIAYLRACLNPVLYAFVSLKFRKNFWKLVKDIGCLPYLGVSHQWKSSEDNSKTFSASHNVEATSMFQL
# EBI2 block = blocks human EBI2 receptor beta-arrestin signaling | P32249 | EBI2 beta-arrestin recruitment, luminescence, 7a,25-OHC stimulated | inhibition, % at 5 µM | 360,000 tested, 0.81% active | AID 651636; in the data active means inhibition above about 38%;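 further: enzyme fragment complementation signal reports receptor beta-arrestin coupling in cells; 0% = agonist plus DMSO wells and 100% = wells without agonist; some results beyond the cut were filed as inactive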
# Gli-Sufu block = antagonists of Gli-Sufu signaling; Sufu-KO-LIGHT fibroblasts, Gli luciferase reporter luminescence; inhibition, % at 5 µM; 340,000 tested, 0.74% active; AID 588413;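 active means inhibition above about 55%, limit read from the data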;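 further: 0% = DMSO-treated cells and 100% = wells with medium but no cells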
# CCR6 antagonist = CCR6 (human) receptor antagonism | CHO-K1 CCR6 PathHunter beta-arrestin, luminescence, CCL20-stimulated | 340,000 tested, 0.49% active | inhibition, % at 20 µM | P51684;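 active means compounds whose inhibition of the agonist-driven luminescence signal at 20 µM reaches about 50%, limit read from the data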;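 further: cells stimulated with CCL20 at 14 nM final; plate controls were DMSO with CCL20 for no effect and DMSO without agonist for full effect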
# Target sequence (P51684 whole entry, looked up): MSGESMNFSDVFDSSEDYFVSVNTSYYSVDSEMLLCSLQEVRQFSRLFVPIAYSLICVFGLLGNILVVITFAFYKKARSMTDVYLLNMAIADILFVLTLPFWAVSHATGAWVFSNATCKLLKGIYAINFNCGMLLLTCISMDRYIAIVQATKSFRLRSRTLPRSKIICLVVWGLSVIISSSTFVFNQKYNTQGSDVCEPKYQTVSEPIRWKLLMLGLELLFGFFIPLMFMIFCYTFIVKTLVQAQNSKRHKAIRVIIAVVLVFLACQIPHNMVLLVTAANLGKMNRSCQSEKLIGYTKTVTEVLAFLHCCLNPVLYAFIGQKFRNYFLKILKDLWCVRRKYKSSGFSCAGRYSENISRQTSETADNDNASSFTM
# UBC13 inh = human UBC13 polyubiquitination inhibition; P61088; UBC13 polyubiquitin chain formation, TR-FRET; inhibition, % at 20 µM; 330,000 tested, 0.47% active; AID 485273; in the data active means inhibition above about 45%, passing the limit was not always enough
# Target sequence (P61088 whole entry, looked up): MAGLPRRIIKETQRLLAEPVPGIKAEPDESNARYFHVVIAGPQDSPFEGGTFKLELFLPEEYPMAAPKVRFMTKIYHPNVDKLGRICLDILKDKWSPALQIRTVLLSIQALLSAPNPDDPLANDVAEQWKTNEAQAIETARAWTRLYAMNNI
# APJ antagonist = APJ receptor antagonism. P35414. CHO-K1 APJ beta-arrestin complementation, luminescence. inhibition, % at 20 µM. 330,000 tested, 0.32% active;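 active means inhibition above about 40% at 20 µM, limit read from the data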;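 further: cells challenged with 10 nM apelin-13 agonist together with compound; plate controls were apelin-13 plus DMSO wells for no effect and DMSO wells lacking apelin-13 for full effect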
# Numbers without * were called inactive; . = not tested or not shown.
# Under each structure – ATG4B inh	CCR6 antagonist	CXCR6 block	UBC13 inh	Gli-Sufu block	APJ antagonist	APJ ag	EBI2 block
[1] Cc1c(C(=O)C(=O)NCc2ccco2)c2ccccc2n1C
→ -8	2	3	-16	-3	10	-1	-10
[2] COCCn1nnnc1C(c1ccccc1Cl)N1CCN(c2ccccc2OC)CC1 (centres undefined)
→ 6	-7	9	.	11	.	.	8
[3] Oc1ccccc1-n1nc2ccc3nonc3c2n1
→ -4	9	0	6	-1	11	-5	-9
[4] CC1CN(CCOCCSc2ccc(Cl)cc2)CC(C)O1 (centres undefined)
→ 0	7	-8	3	16	7	-1	10
[5] O=c1[nH]c(CNCc2cccnc2)nc2ccccc12
→ -2	5	-1	-1	-1	-5	-3	10
[6] CC(C)CNC1=CC(=O)CC(c2ccco2)C1 (centres undefined)
→ 2	10	5	-6	1	-3	2	-3
[7] CCOC(=O)c1ccc(N2C(=O)[C@@H](c3ccccc3)[C@H]2c2ccccc2)cc1
→ 9	22	6	6	8	-10	1	1
[8] CCOC(=O)c1ccc(NC(=O)Nc2ccn(C)n2)cc1
→ -10	-1	-9	1	-38	-13	1	-14
[9] CCOc1c2ccoc2nc2c(OC)c(OC)ccc12
→ 13	-18	-3	3	-29	-66	-3	3
[10] COc1cccc(CN2CCN(c3nc4nonc4nc3NC3CC3)CC2)c1
→ -2	17	-8	-2	16	-2	-2	17
[11] CNC(=S)NNC(=O)c1ccccc1F
→ -4	-2	-7	0	-5	7	-2	4
[12] COc1ccc2ccccc2c1/C=N/NC(=O)c1ccc([N+](=O)[O-])cc1
→ 10	-6	-7	1	-1	-13	5	7
[13] CCOc1ccccc1N1CCN(Cc2ccc(Br)s2)CC1
→ 1	13	-2	3	9	10	-3	17
[14] O=C(COC(=O)/C=C/c1ccc([N+](=O)[O-])cc1)NCc1ccco1
→ 4	-14	-13	2	3	-10	0	-7
[15] O=C(Nc1ccc(-c2nc3ccccc3[nH]2)cc1)c1c(F)c(F)c(F)c(F)c1F
→ 16	4	8	4	8	-43	-4	-1
[16] COc1ccc(CN2CCC(C(=O)c3ccc(Cl)cc3)CC2)cc1
→ 4	15	3	9	17	12	-2	16
[17] Cc1ccc(S(=O)(=O)N2CCN(C(=O)C3CCN(C(=O)c4ccccc4C)CC3)CC2)cc1C
→ -11	0	-7	0	8	-2	-3	-3
[18] O=C(OCc1cnc(Cl)s1)c1cccs1
→ 3	8	3	-10	1	-1	1	2
[19] CCOC(=O)[C@H](CCc1ccccc1)N[C@@H](C)C(=O)N1CCC[C@@H]1C(=O)O
→ -1	3	3	2	6	24	-2	0
[20] Oc1ccccc1CNn1cnnc1
→ -11	9	-5	0	-6	4	-3	2
[21] CCN(Cc1cc2ccccc2[nH]c1=O)S(=O)(=O)c1ccc(OC)cc1
→ 6	-10	-9	8	3	1	2	-4
[22] Cc1ccc(C2CC2c2n[nH]c(=S)n2-c2cccc(C)c2)cc1 (centres undefined)
→ -9	-1	0	-6	22	-1	0	-9
[23] CCOC(=O)CCCCC(=O)c1[nH]c(=O)[nH]c1CSc1nc(-c2ccccc2)c(C#N)c(=O)[nH]1
→ 1	1	0	3	-2	0	-6	3
[24] O=C(C1=C[C@@H](c2ccc(Br)cc2)C[C@@H](OCCCCO)O1)N1CCN(Cc2ccccc2)CC1
→ -4	21	10	-7	21	-10	0	20
[25] Cc1cc(C)cc(NC(=O)Nc2cccnc2)c1
→ -9	-1	-10	.	10	.	.	-4
[26] COc1cc(-c2noc(C)c2C(=O)NCCc2c[nH]c3ccccc23)cc(OC)c1OC
→ 3	10	-5	11	11	5	0	9
[27] COc1cc(C=Nc2cccc(C)c2)c(O)c([N+](=O)[O-])c1
→ 19	30	23	-83	-7	7	-2	-4
[28] CC(=O)N1CCN(S(=O)(=O)c2cccc(C(=O)NCc3ccc(F)cc3)c2)CC1
→ -2	6	-5	5	3	-1	2	-12
[29] COc1ccc(NC(=O)CN(C)S(=O)(=O)c2ccc3c(c2)n(C)c(=O)c(=O)n3C)cc1
→ -3	-10	-3	1	-11	20	3	-2
[30] CC(O)CNc1nc2ccccc2n1CC(=O)NC12CC3CC(CC(C3)C1)C2 (centres undefined)
→ -38	-5	0	11	4	-10	0	8

# The closing 2 records of the part above are carried over, then new ones follow.
# Under each structure – ATG4B inh	CCR6 antagonist	CXCR6 block	UBC13 inh	Gli-Sufu block	APJ antagonist	APJ ag	EBI2 block
[29] COc1ccc(NC(=O)CN(C)S(=O)(=O)c2ccc3c(c2)n(C)c(=O)c(=O)n3C)cc1
→ -3	-10	-3	1	-11	20	3	-2
[30] CC(O)CNc1nc2ccccc2n1CC(=O)NC12CC3CC(CC(C3)C1)C2 (centres undefined)
→ -38	-5	0	11	4	-10	0	8
[31] O=C(NC1(Cc2ccccc2)CCN(CCc2cccs2)C1=O)c1ccccc1 (centres undefined)
→ 1	3	0	13	2	10	-1	9
[32] Cc1ccc2nc(NCCCO)[nH]c2c1
→ 1	-9	-6	-4	21	-11	9	3
[33] O=C(NCCO)C(=O)c1c(-c2ccccc2)cc2ccccn12
→ -5	-9	-1	-11	7	-25	-3	-6
[34] Cc1cc(C)cc(N)c1
→ 2	-4	-3	4	4	-2	-1	6
[35] O=C(OCCOc1ccc(Cl)cc1)c1cc(S(=O)(=O)N2CCCCC2)ccc1N1CCOCC1
→ -8	20	-4	.	69*	.	.	25
[36] CC(C)NC(=O)C(=O)NCCCN1CCOCC1
→ -9	13	-2	2	4	0	1	-2
[37] O=C(c1ccc(F)cc1)N1CCOCC1
→ 2	-3	2	8	-9	-12	-3	4
[38] Cc1nc(C(=O)Nc2cc(Cl)ccc2Cl)nn1-c1cc(OC(C)C)c(Cl)cc1Cl
→ -3	-4	1	5	3	10	-2	15
[39] CC(=O)Nc1ccc(C(=O)NNC(=O)c2ccc(Cl)cc2Cl)cc1
→ -8	2	-11	-7	-5	3	2	7
[40] Nc1ccc(C(=O)OCc2nc3c(ccc4ccccc43)[nH]2)cc1
→ -16	2	-17	9	-37	-6	-1	9
[41] CCC(=O)N1CCN(c2ccc(NC(=O)c3ccccc3)cc2)CC1
→ -4	4	-2	7	-3	10	-4	-14
[42] CN(CC(=O)NC(=O)NCc1ccccc1)CC(=O)Nc1ccc(Cl)c(Cl)c1
→ -50	9	-15	25	-2	1	-6	13
[43] CC(C)NC(=O)COc1ccc2c(c1)C(=O)CC(C)(C)O2
→ -7	-3	-4	28	6	-8	-3	-1
[44] Cn1cccc1C(C(=O)NC1CCCCC1)N(C(=O)Cc1cccs1)c1ccc2c(c1)OCO2 (centres undefined)
→ -2	0	3	6	3	14	-4	3
[45] CN(C)c1ccc(/C=N/Nc2cc(N3CCOCC3)nc(N3CCOCC3)n2)cc1
→ -10	7	2	-22	7	-7	-6	16
[46] O=C(Cn1nnc(-c2ccccc2-n2cnnn2)n1)c1ccccc1
→ -6	-3	5	-4	-1	-12	-7	-3
[47] Cc1cccc(-n2c(Cn3nc(C)c([N+](=O)[O-])c3C)n[nH]c2=S)c1
→ -3	-8	-7	16	-1	7	-2	0
[48] O=C(NCc1ccccc1)C1CC2CCCC(C1)C2=O (centres undefined)
→ -3	3	-14	-2	94*	-4	-4	1
[49] C[C@]12C[C@H](O)[C@H]3[C@@H](CCC4=CC(=O)CC[C@@]43C)[C@@H]1CC[C@@H]2C(=O)CO
→ 0	3	10	8	19	10	-5	-2
[50] CCOC(=O)C(Cc1c[nH]c2ccc([N+](=O)[O-])cc12)(NC(C)=O)C(=O)OCC
→ -4	14	5	.	4	.	.	3
[51] Cc1ccc(-c2noc(C3CCCN(C(=O)c4ccc(F)cc4F)C3)n2)cc1 (centres undefined)
→ 7	9	3	-2	-7	17	-4	12
[52] CCCOc1ccc(-c2csc3nc[nH]c(=O)c23)cc1
→ 1	12	4	1	-57	-9	-3	5
[53] CCOCc1cn(CC(=O)c2ccc([N+](=O)[O-])cc2)c(C)nc1=N
→ 4	3	2	-2	1	-29	0	-6
[54] FC(F)Oc1ccc(NC(=S)N2CCc3ccccc32)cc1
→ 9	-1	-6	7	-9	-38	-2	39
[55] Cc1ccc(NC(=O)CCNC(=O)c2ccc(Cl)cc2)nc1
→ 4	-12	4	-8	-25	-4	5	-2
[56] S=C(NC1CCCCC1)N1CCc2[nH]c3ccccc3c2C1
→ -9	0	-3	6	-3	-16	-2	-2
[57] Cc1cnc(C(=O)OCC(=O)Nc2ccc(Cl)cc2Cl)cn1
→ -6	-13	-2	-4	-11	5	0	3
[58] COc1cc2c(cc1OC)CN(C(=S)Nc1ccc(Cl)cc1)CC2
→ -9	0	3	0	3	12	7	-1
[59] NC(=O)CC(NC(=O)Cc1cccc2ccccc12)c1ccc(NCc2ccc(F)c(F)c2)c([N+](=O)[O-])c1 (centres undefined)
→ -1	23	6	-5	14	11	-5	3
[60] CC(=O)Nc1cccc(-c2csc(Nc3cc(C)ccn3)n2)c1
→ -9	-11	-13	12	-73	5	-1	9
[61] Cc1c(N2CCCC2)cc2c(c1NC(=O)c1ccccc1Cl)C(C)(C)CC2(C)C
→ -6	0	10	0	4	13	-4	17
[62] Cc1cc(C(=O)OCC(=O)N2CCOCC2)c(C)n1-c1ccccc1
→ 4	8	-15	12	-6	3	-1	-9
[63] O=C(COC(=O)c1cccnc1)Nc1ccc2c(c1)OCO2
→ -1	5	-4	-12	9	-18	-3	-4
[64] Cc1cc(C)c2c(-n3cccc3)c(C(=O)NNS(=O)(=O)c3ccc(Cl)cc3)sc2n1
→ -6	4	-12	-3	6	-19	-2	3
[65] O=C(NC1CCN(Cc2ccccc2)C1)c1cccc(S(=O)(=O)N2CCOCC2)c1 (centres undefined)
→ 3	12	8	0	15	8	-6	6
[66] COc1cccc(NC(=O)CN(C)C(=O)c2cccc(S(=O)(=O)N3CC4(C)CC3CC(C)(C)C4)c2)c1 (centres undefined)
→ 0	14	5	12	-4	-1	-4	-1
[67] O=C(NC1CCCCCC1)C1c2ccccc2C(=O)N1C1CC1 (centres undefined)
→ 5	-5	-5	15	5	20	-5	-18
[68] COc1ccc(C[C@H]2CN3C(=NC[C@@H]3Cc3ccc(O)cc3)N2C[C@H](C)NC(=O)CCC2CCCCC2)cc1
→ -1	4	13	41	28	-4	-4	-1
[69] CCOc1ccc(OCC(=O)Nc2cccc(S(=O)(=O)NC3=NCCC3)c2)cc1
→ -9	7	-2	.	5	.	.	-13

# Molecules from the list above that have an aryl methoxy group, in the order listed:
# Under each structure – ATG4B inh	CCR6 antagonist	CXCR6 block	UBC13 inh	Gli-Sufu block	APJ antagonist	APJ ag	EBI2 block
[2] COCCn1nnnc1C(c1ccccc1Cl)N1CCN(c2ccccc2OC)CC1 (centres undefined)
→ 6	-7	9	.	11	.	.	8
[9] CCOc1c2ccoc2nc2c(OC)c(OC)ccc12
→ 13	-18	-3	3	-29	-66	-3	3
[10] COc1cccc(CN2CCN(c3nc4nonc4nc3NC3CC3)CC2)c1
→ -2	17	-8	-2	16	-2	-2	17
[12] COc1ccc2ccccc2c1/C=N/NC(=O)c1ccc([N+](=O)[O-])cc1
→ 10	-6	-7	1	-1	-13	5	7
[16] COc1ccc(CN2CCC(C(=O)c3ccc(Cl)cc3)CC2)cc1
→ 4	15	3	9	17	12	-2	16
[21] CCN(Cc1cc2ccccc2[nH]c1=O)S(=O)(=O)c1ccc(OC)cc1
→ 6	-10	-9	8	3	1	2	-4
[26] COc1cc(-c2noc(C)c2C(=O)NCCc2c[nH]c3ccccc23)cc(OC)c1OC
→ 3	10	-5	11	11	5	0	9
[27] COc1cc(C=Nc2cccc(C)c2)c(O)c([N+](=O)[O-])c1
→ 19	30	23	-83	-7	7	-2	-4
[29] COc1ccc(NC(=O)CN(C)S(=O)(=O)c2ccc3c(c2)n(C)c(=O)c(=O)n3C)cc1
→ -3	-10	-3	1	-11	20	3	-2
[58] COc1cc2c(cc1OC)CN(C(=S)Nc1ccc(Cl)cc1)CC2
→ -9	0	3	0	3	12	7	-1
[66] COc1cccc(NC(=O)CN(C)C(=O)c2cccc(S(=O)(=O)N3CC4(C)CC3CC(C)(C)C4)c2)c1 (centres undefined)
→ 0	14	5	12	-4	-1	-4	-1
[68] COc1ccc(C[C@H]2CN3C(=NC[C@@H]3Cc3ccc(O)cc3)N2C[C@H](C)NC(=O)CCC2CCCCC2)cc1
→ -1	4	13	41	28	-4	-4	-1

# From PubChem
